Screens deposited in PubChem by several laboratories.
KCC2 mod: KCC2 cotransporter modulators, thallium flux, primary screen, cell-based, HEK293 KCC2, FluoZin-2 fluorescence, MLSMR. actives 2.2% (n = 190,000). B-score of Tl+ flux slope (higher = more flux/activation; lower = inhibition) at 10 µM. AID 1456, 2008. KCC2 cells, thallium flux FluoZin-2 fluorescence;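 active = thallium flux slope and its plate-corrected score both differing from the plate sample mean at a set confidence after two filtering rounds, in either direction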;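 also: slope of fluorescence scaled to starting intensity during 10 to 20 s after thallium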
FXIa inh: human FXIa protease inhibitors, primary screen, biochemical, 1536-well; Coagulation factor XI (Homo sapiens), P03951; actives 0.14% (n = 220,000); inhibition, % at 5 µM; purified FXIa, Boc-Glu-Ala-Arg-AMC fluorogenic substrate; AID 798, 2007;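 active = inhibition of at least 40%; inactive = inhibition below 40%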;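 also: fluorescence of freed AMC excited at 355 nm; 0% = enzyme without compound and 100% = no enzyme blank; many of its hits are not listed in these tables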
p97 ATPase inh: inhibitors of human p97 ATPase, primary screen, biochemical | recombinant p97 ATPase, Kinase-Glo ATP luminescence, 3 h | inhibition, % at 8 µM | actives 0.42% (n = 220,000); in the data active = inhibition above about 15%;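 also: 0% = DMSO vehicle and 100% = wells lacking enzyme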
Wee1 stabilizer: Wee1 degradation inhibitors, primary screen, cell-based, HeLa, Wee1K328M-luciferase, luminescence; Wee1-like protein kinase (Homo sapiens), P30291; HeLa Luc-Wee1K328M stability; 100% = proteasome inhibitor MG132 effect; reporter increase, % at 5 µM; actives 1.2% (n = 220,000); AID 1321, 2008;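 active = activation above the mean of all tested compounds plus 3 SD, set per screening run, cut at about 8.8% in these data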;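 also: cells exposed to compound for 20 h before luminescence read; 0% = DMSO alone and 100% = MG132 at 30 µM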
Thrombin inh: human alpha-thrombin inhibitors, primary screen, counter-screen for coagulation protease inhibitor project, biochemical, 1536-well, fluorogenic AMC substrate | Prothrombin (Homo sapiens), P00734 | Boc-VPR-AMC fluorogenic substrate cleavage | inhibition, % at 5 µM | actives 0.26% (n = 220,000) | AID 1046, 2008;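 active = inhibition at or above 40%; inactive = inhibition below 40%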;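 also: 0% = enzyme with no compound and 100% = wells without enzyme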
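System: Human alpha-thrombin protein | Medium: pH 7.5 Tris (50 mM) with NaCl 150 mM, Tween 20 0.05% | Times: Enzyme reaction carried out at room temperature | Detection: AMC fluorescence, 355/460 nm | Evaluation: Percent inhibition scaled between no-compound controls and no-enzyme blanks | Benchmarks: Enzyme without compound as high, wells lacking enzyme as low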
Furin inhibitor: human furin inhibitors, primary screen, biochemical, fluorescence intensity; P09958; purified furin, fluorogenic substrate cleavage; inhibition, % at 30 µM; actives 0.061% (n = 220,000); in the data active = inhibition above about 25%; also: inactives centre near -15
Target sequence (P09958 108-714 limits assumed): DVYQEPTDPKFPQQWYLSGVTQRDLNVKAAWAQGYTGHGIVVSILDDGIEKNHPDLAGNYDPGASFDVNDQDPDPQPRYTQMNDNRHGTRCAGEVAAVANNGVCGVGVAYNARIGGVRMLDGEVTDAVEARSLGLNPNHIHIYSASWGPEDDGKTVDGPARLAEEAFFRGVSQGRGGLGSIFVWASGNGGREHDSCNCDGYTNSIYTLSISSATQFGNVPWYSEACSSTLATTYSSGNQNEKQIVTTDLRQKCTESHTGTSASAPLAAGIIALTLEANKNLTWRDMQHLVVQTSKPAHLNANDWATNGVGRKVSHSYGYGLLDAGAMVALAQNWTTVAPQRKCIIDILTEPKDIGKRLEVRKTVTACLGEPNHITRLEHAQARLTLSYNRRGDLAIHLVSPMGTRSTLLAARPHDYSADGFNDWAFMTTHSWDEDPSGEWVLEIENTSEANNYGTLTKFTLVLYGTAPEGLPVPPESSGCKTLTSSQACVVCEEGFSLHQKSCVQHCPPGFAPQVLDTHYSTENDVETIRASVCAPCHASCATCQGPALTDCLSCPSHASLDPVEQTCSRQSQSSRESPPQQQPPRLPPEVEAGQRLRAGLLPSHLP
FXIIa inh 1536: human FXIIa protease inhibitors, primary screen, biochemical, 1536-well; Coagulation factor XII (Homo sapiens), P00748; AID 800, 2007; purified FXIIa, Boc-QGR-AMC fluorogenic substrate, 2 h; inhibition, % at 5 µM; actives 0.3% (n = 220,000); in the data active = inhibition above about 40%;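 also: 0% = enzyme with no compound and 100% = blank without enzyme; many of its hits are not listed in these tables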
PERK inhibitor: block of dimerizer-induced PERK translation repression, primary screen, PERK inhibitor project, CHO PERK-DD cells, SEAP luminescence, HTS; inhibition, % at 5.6 µM; AID 1416, 2008; actives 0.17% (n = 220,000); CHO PERK-DD fusion, SEAP luminescence translation reporter;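 active = inhibition above the mean inhibition of all tested compounds plus 3 SD, set separately per screening campaign, cut at about 2.9% in these data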;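 also: PERK kinase domain activated by AP20187 dimerizer at 100 nM; 0% = DMSO with dimerizer and 100% = rapamycin at 8.4 µM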
hK5 inh: human KLK5 protease inhibitors, primary screen, biochemical, 1536-well. Kallikrein-5 (Homo sapiens), Q9Y337. recombinant hK5, fluorogenic AMC substrate cleavage. inhibition, % at 5 µM. actives 0.59% (n = 210,000). AID 873, 2007;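 active = inhibition of 40% or more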;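 also: 0% = enzyme controls without compound and 100% = no-enzyme blanks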
Target sequence (Q9Y337 67-293 limits assumed): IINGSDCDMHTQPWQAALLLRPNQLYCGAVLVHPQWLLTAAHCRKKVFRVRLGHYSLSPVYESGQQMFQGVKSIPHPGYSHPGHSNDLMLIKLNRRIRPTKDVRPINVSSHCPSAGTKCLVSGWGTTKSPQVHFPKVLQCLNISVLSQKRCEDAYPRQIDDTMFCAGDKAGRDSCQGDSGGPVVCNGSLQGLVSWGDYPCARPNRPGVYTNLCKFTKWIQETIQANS
Active calls of the source: *; nt = not tested or not shown; [ ] = another dose, or the depositor's remark.

SMILES	KCC2 mod	FXIa inh	p97 ATPase inh	Wee1 stabilizer	Thrombin inh	Furin inhibitor	FXIIa inh 1536	PERK inhibitor	hK5 inh
Cc1ccc(C(=O)N(CN2CCCC2=O)c2ccccc2)cc1	-0.77	-12	1	-2	-22	4	-1	0.0	-10
Cc1ccc(NC(=O)Nc2ccc(S(N)(=O)=O)cc2)cc1	1.9	5	3	0	2	-27	7	0.9	nt
Fc1ccc(Oc2cnns2)cc1	0.13	-3	5	6	-2	-24	8	0.5	0
COc1ccccc1-c1nnc(SCC(=O)Nc2nc(-c3ccccc3)cs2)n1C	-4*	3	9	3	-1	-21	6	-1.0	-12
Cc1ccc(C(=O)CN2C(=O)C(=O)N(Cc3ccccc3)C2=O)cc1	-0.24	3	2	7	1	9	9	0.4	nt
CCCCN(C)C(=O)CCCCn1c(=O)[nH]c2cc(OCC)c(OCC)cc2c1=O	-1.4	18	1	-3	-2	-5	23	-1.8	10
Cc1ccc(N(CC(=O)NCc2ccco2)C(=O)CCC(=O)Nc2nccs2)cc1	nt	-3	4	-1	-5	-22	3	0.9	-5
Cc1cccc(NC(=O)N2CCN(Cc3ccc(Cl)cc3)CC2)c1	-2.6	-5	0	2	1	-32	3	0.0	-11
O=C(NC1CC1)C1CCCN(C(=O)NC2CCCCC2)C1 (centres undefined)	0.15	-2	0	2	2	-13	22	0.3	3
O=C(NCc1cccnc1)c1nc(-c2cccs2)no1	0.41	-5	2	-1	-10	-19	0	0.6	-3
COc1ccc(S(=O)(=O)N2CCc3ccccc32)cc1C(=O)Nc1cccnc1	-0.47	-3	-1	2	-5	-5	1	-2.5	-3
CCC(C)NC(=O)COC(=O)c1cc([N+](=O)[O-])ccc1Sc1nc(C)cs1 (centres undefined)	-0.1	-1	-9	5	-6	-12[20 µM]	-3	-1.6	-7
O=C(CN(CC1CCCO1)C(=O)CCC(=O)Nc1nccs1)NCc1ccccc1 (centres undefined)	0.8	10	-2	2	3	-17[20 µM]	18	0.9	-1
CCn1c2ccccc2c2cc(/C=N/NC(=O)c3cc(O)cc(O)c3)ccc21	nt	10	7	-3	1	-1	21	-0.5	15
COc1ccccc1CCNC(=O)CSc1ccc(-c2cccs2)nn1	-3	4	0	1	10	-24	6	-0.2	0
CN1CCN(/C=C2\SC(=S)NC2=O)CC1	nt	9	2	0	4	-5	16	0.6	-7
C=CCOC(=O)/C(=C\c1cccc2ccccc12)NC(=O)c1ccccc1	-0.16	-10	-8	-1	7	-4[20 µM]	4	-1.7	19
Cc1ccc(-c2csc(=S)n2CC(=O)OCC(=O)NCc2ccc(F)cc2)cc1	-0.14	3	2	4	3	-18[20 µM]	12	1.8	-2
O=C1CCN(C(=O)c2ccc(Cl)cc2)N1	-3.3*	0	-1	-1	-11	-18	0	0.6	-5
Oc1ccccc1C1CC(c2cccs2)=NC(c2ccc(Cl)cc2)N1 (centres undefined)	0.98	-1	3	3	-5	-10	8	0.5	2
CC12CC(NC(=O)N1c1cccc(C(=O)N3CCN(c4ccccn4)CC3)c1)c1ccccc1O2 (centres undefined)	0.61	-5	-3	0	-2	-15[20 µM]	1	-2.0	-6
CC(C)(C)C1CCC2(CC1)SCC(=O)N2c1ccccc1 (centres undefined)	0.019	4	1	2	2	-11[20 µM]	18	1.4	-2
Cn1cc(Br)c(C(=O)NNC(=O)c2ccc(Cl)cc2)n1	0.66	3	3	0	-1	-3	9	0.5	-17
CC(=O)N1c2ccccc2C2(C)C(C1(C)C)C2(Cl)Cl (centres undefined)	0.61	0	0	-2	7	-20	8	0.4	15
Cn1c(SCC(=O)c2ccc(F)cc2)nc2cccnc21	-0.82	2	6	2	2	-20	4	-0.9	-1
CS(=O)(=O)c1cccc(C(=O)NCc2ccc(F)cc2)c1	0.41	1	3	-2	1	-16[20 µM]	11	-0.3	-8
COc1cccc(C(=O)NCc2cn3ccsc3n2)c1	-0.57	3	-2	2	-12	-4	5	1.8	-12
CSC1=N/C(=C\c2ccccc2)C(=O)N1C	-0.76	9	2	-2	5	1[20 µM]	8	1.8	-12
CCOC(=O)c1ccc(N2C(=O)c3n[nH]c(C)c3C2c2ccc(O)cc2)cc1 (centres undefined)	-0.73	-7	-2	-2	0	-7	6	1.2	-9
Clc1ccc(-c2noc(CN3CCOCC3)n2)cc1	-0.062	2	7	0	-5	-10	7	1.4	-5

Two of the compounds above, with two lines to a compound:
Below each compound: KCC2 mod, FXIa inh, p97 ATPase inh, Wee1 stabilizer, Thrombin inh, Furin inhibitor, FXIIa inh 1536, PERK inhibitor, hK5 inh
CC12CC(NC(=O)N1c1cccc(C(=O)N3CCN(c4ccccn4)CC3)c1)c1ccccc1O2 (centres undefined)
→ 0.61, -5, -3, 0, -2, -15[20 µM], 1, -2.0, -6
CS(=O)(=O)c1cccc(C(=O)NCc2ccc(F)cc2)c1
→ 0.41, 1, 3, -2, 1, -16[20 µM], 11, -0.3, -8

Additional compounds.
SMILES	KCC2 mod	FXIa inh	p97 ATPase inh	Wee1 stabilizer	Thrombin inh	Furin inhibitor	FXIIa inh 1536	PERK inhibitor	hK5 inh
Cc1[nH]n(C(N)=S)c(=O)c1N=Nc1ccc(S(=O)(=O)N2CCCCCC2)cc1	nt	2	-1	1	6	-6[20 µM]	21	-0.9	-85
CN(CCc1nc2ccccc2[nH]1)Cc1nc(CC2CC2)no1	1.3	-4	4	-1	-14	-23	6	-0.1	-1
Cn1nccc1NC(=O)Nc1cccc(Cl)c1	0.52	2	9	-1	-2	-27	13	1.6	2
CCCCOc1ccc(/C(O)=C2/C(=O)C(=O)N(CCN(C)C)C2c2ccc(O)c(OC)c2)cc1 (centres undefined)	1.4	8	-5	0	-2	-1	14	0.3	3
N#C/C(=C\c1ccc(O)c(Br)c1)C(=O)NCc1ccccc1	-0.89	-1	4	-1	6	-6	7	2.2	-3
NC(=O)c1nsc(C(=O)N(c2ccccc2)C(C(=O)NCC2CCCO2)c2cccs2)c1N (centres undefined)	1.2	-4	1	-1	-3	-14	8	-1.8	6
COc1ccccc1NC(=O)CSC1CC(=O)N(c2ccc3c(c2)OCO3)C1=O (centres undefined)	0.76	7	-4	-3	0	-10[20 µM]	15	-0.1	-4
O=C1CC(c2ccc(S(=O)(=O)NCc3ccncc3)cc2)CN1 (centres undefined)	nt	0	-4	0	-3	-5	13	0.5	-24
O=C(Cn1cnc2ccccc2c1=O)NCc1ccc2c(c1)OCO2	1.7	-7	1	2	-4	-15[20 µM]	-3	0.5	13
O=C(NCc1cccnc1)c1ccc2c(=O)n(CCCN3CCCC3=O)c(=S)[nH]c2c1	0.082	-6	2	4	-1	-17	9	1.2	-7
Cc1occc1-c1nnc(SCC(=O)N2CCCc3ccccc32)n1Cc1ccco1	nt	-2	2	5	-6	-20	4	-0.4	0
CCn1c(=O)cc(O)c2ccccc21	0.26	14	5	-3	4	-25	5	-0.3	-22
CC(C)NC(=O)Nc1n[nH]c(Nc2ccc(Cl)cc2)n1	-1.7	-8	7	-2	-1	-12	9	0.4	0
C=Cn1cc[n+](CC(=O)C(C)(C)C)c1	-0.056	7	0	1	0	-26	3	0.2	-4
O=C(COC(=O)C1CCC(=O)N1)Nc1ccc(Cl)cc1Cl (centres undefined)	0.24	-10	1	1	-17	-9	2	0.1	-10
CCCCN(CC)S(=O)(=O)c1ccc(C(=O)Nc2nnc(-c3cccs3)o2)cc1	23*	1	3	4	-1	-12	6	0.7	-191
S=C1NCCc2ccccc2C1c1ccccc1 (centres undefined)	-0.0022	4	-3	2	6	-23[20 µM]	10	0.4	-6
CC(C)C(NC(=O)OCc1ccccc1)C(=O)OCC(=O)N1C(C)CCCC1C (centres undefined)	-0.43	-2	-3	2	3	-13	13	-1.1	14
Cc1ccc(N(O)C(=O)OCCNC(=O)Nc2ccccc2)cc1	1.3	-2	-4	-1	-4	-6	17	-0.3	-5
COc1cc2c3c(c1)/C(=C1/SC(NC(C)=O)=NC1=O)C(=O)N3C(C)(C)C=C2C	0.2	5	5	-3	-6	-3[20 µM]	4	0.4	-1
COc1ccc(S(=O)(=O)N2CCC(O)(c3cccnc3)CC2)cc1OC	-0.3	-2	8	-1	-6	-17	4	2.0	0
CC1(C)CC(=O)C(N=Nc2cccc(S(=O)(=O)N3CCOCC3)c2)=C(O)C1	1.2	8	2	7	1	8	5	0.1	6
Cc1onc(-c2ccccc2)c1C(=O)NC(=S)NNC(=O)c1ccccc1O	1.9	-7	-3	-1	0	-12	6	-0.7	-77

Molecules shown so far with a Cl atom:
SMILES	KCC2 mod	FXIa inh	p97 ATPase inh	Wee1 stabilizer	Thrombin inh	Furin inhibitor	FXIIa inh 1536	PERK inhibitor	hK5 inh
Cc1cccc(NC(=O)N2CCN(Cc3ccc(Cl)cc3)CC2)c1	-2.6	-5	0	2	1	-32	3	0.0	-11
O=C1CCN(C(=O)c2ccc(Cl)cc2)N1	-3.3*	0	-1	-1	-11	-18	0	0.6	-5
Oc1ccccc1C1CC(c2cccs2)=NC(c2ccc(Cl)cc2)N1 (centres undefined)	0.98	-1	3	3	-5	-10	8	0.5	2
Cn1cc(Br)c(C(=O)NNC(=O)c2ccc(Cl)cc2)n1	0.66	3	3	0	-1	-3	9	0.5	-17
CC(=O)N1c2ccccc2C2(C)C(C1(C)C)C2(Cl)Cl (centres undefined)	0.61	0	0	-2	7	-20	8	0.4	15
Clc1ccc(-c2noc(CN3CCOCC3)n2)cc1	-0.062	2	7	0	-5	-10	7	1.4	-5
Cn1nccc1NC(=O)Nc1cccc(Cl)c1	0.52	2	9	-1	-2	-27	13	1.6	2
CC(C)NC(=O)Nc1n[nH]c(Nc2ccc(Cl)cc2)n1	-1.7	-8	7	-2	-1	-12	9	0.4	0
O=C(COC(=O)C1CCC(=O)N1)Nc1ccc(Cl)cc1Cl (centres undefined)	0.24	-10	1	1	-17	-9	2	0.1	-10
